ERa SRC1 pot: enhances coactivator binding to human estrogen receptor alpha; coactivator binding (% of control), % at 25.6 µM; TR-FRET ERalpha-LBD/SRC-Cy5 coactivator binding, 2 h; 100 = basal binding, no effect; P03372; hit rate 1.3% among 86,000; in the data active = activity above about 200%;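 also: binding measured in presence of low estradiol as agonist stimulus; 0% = peptide alone without receptor and 100% = receptor with peptide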
Target sequence (P03372 whole entry, looked up, the tested form may be a part): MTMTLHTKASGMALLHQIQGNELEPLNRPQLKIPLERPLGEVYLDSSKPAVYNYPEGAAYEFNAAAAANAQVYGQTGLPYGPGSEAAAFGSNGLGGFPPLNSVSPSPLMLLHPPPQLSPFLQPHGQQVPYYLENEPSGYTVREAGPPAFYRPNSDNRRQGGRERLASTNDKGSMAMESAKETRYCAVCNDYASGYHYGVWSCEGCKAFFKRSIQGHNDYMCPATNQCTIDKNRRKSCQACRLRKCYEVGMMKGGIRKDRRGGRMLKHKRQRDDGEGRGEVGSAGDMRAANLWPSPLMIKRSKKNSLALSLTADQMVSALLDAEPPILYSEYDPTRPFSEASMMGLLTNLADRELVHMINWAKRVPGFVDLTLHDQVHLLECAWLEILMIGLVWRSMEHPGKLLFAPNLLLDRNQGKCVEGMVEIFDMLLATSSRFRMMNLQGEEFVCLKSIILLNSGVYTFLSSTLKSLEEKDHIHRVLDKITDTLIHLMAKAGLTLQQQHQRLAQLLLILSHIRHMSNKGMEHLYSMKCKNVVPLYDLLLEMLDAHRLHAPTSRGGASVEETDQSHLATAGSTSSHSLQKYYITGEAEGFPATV
Smad3 inh: blocks human Smad3 binding to FoxH1 peptide | AID 630 | inhibition, % at 25 µM | hit rate 0.29% among 88,000 | TR-FRET Smad3/Dy647-FoxH1 peptide binding, europium anti-His;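 active = compounds that reduce the energy-transfer binding signal between the protein and its labelled peptide by more than half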;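 also: 0% = Smad3 plus labelled peptide maximal FRET and 100% = peptide-only background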
ERb SRC1 inh: blocks coactivator binding to human estrogen receptor beta; Q92731; TR-FRET ER-beta LBD / SRC1-Cy5 peptide binding; receptor agonist-loaded with 1 µM estradiol; inhibition, % at 25.6 µM; hit rate 1.3% among 86,000; AID 633;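 active = compounds whose percent inhibition of the receptor-coactivator binding signal exceeds about 50% in the single-dose screen, limit read from the data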;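 also: 0% = receptor plus peptide wells without compound and 100% = peptide-only wells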
Mac1 fbg inh: inhibitors of human CD11b/CD18 binding to fibrinogen; K562 CD11b/CD18 adhesion to fibrinogen, ATPlite luminescence; Mn2+ added to activate the integrin; hit rate 0.54% among 93,000; AID 1497; inhibition, % at 10 µM;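 active = primary inhibition of 50% or more at 10 µM, then 40% or more on retest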; also: some results filed as inactive read as strong as hits
CD11b adhes enh: enhancers of human CD11b/CD18 binding to fibrinogen; P05107+P11215; K562 CD11b/CD18 adhesion to fibrinogen, ATPlite luminescence; activation, % at 10 µM; hit rate 0.07% among 93,000; AID 1499;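 active = 10 µM primary screen giving 50% or more activity, confirmed by 40% or more on retest at that dose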; also: strong numbers were not always called active; reference of the scale not given here
Calb biofilm kill: kills Candida albicans biofilms | C. albicans biofilm + clotrimazole, Alamar Blue | inhibition, % at 6 µM | hit rate 0.14% among 85,000 | AID 834;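 active = inhibition above 20%; inactive = inhibition below 20%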;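 also: preformed 24 hr biofilms exposed to compound for 48 hr; 0% = biofilm without compound and 100% = blank killed by clotrimazole plus chlorhexidine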
sEH inhibitor: blocks human soluble epoxide hydrolase activity; recombinant human sEH enzymatic activity assay; P34913; inhibition, % at 2 µM; hit rate 0.34% among 91,000; AID 707; in the data active = inhibition above about 80%; also: values of inactives mirror those of a sister screen read the other way; many of its hits are not listed in these tables
Target sequence (P34913 whole entry, looked up): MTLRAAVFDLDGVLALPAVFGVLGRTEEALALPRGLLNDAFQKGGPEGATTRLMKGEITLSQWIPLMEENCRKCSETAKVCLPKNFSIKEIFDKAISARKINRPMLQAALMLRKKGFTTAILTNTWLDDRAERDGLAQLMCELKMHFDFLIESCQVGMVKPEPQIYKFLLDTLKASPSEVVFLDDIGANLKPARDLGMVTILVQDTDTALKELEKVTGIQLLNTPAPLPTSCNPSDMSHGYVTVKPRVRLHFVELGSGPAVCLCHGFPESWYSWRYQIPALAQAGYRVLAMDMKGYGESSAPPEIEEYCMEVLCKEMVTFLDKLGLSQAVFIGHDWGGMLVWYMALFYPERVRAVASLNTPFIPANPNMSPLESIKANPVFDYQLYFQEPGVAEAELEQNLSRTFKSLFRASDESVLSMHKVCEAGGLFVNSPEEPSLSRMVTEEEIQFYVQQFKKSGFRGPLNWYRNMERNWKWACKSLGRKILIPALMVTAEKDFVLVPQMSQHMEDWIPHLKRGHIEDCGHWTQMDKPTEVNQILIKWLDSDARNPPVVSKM
sEH activator: activators of human soluble epoxide hydrolase. P34913. purified human sEH enzymatic activity, activator screen. activation, % at 2 µM. hit rate 0.04% among 91,000. AID 717; in the data active = activation above about 37%; also: values of inactives mirror those of a sister screen read the other way
MT1-MMP txn act: MT1-MMP promoter transcription activation; HT1080 MT1-MMP promoter luciferase reporter, luminescence, overnight; hits give high values; hit rate 0.16% among 86,000; activation factor at 10 µM;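 active = activation factor of at least 2 for MT1-MMP transcription at 10 µM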
* hit, by the source's call; . = not tested or not shown; [ ] = dose if it differs, or a comment. An excerpt (hit frequency here may not be typical).

Letter code: A = ERa SRC1 pot; B = Smad3 inh; C = ERb SRC1 inh; D = Mac1 fbg inh; E = CD11b adhes enh; F = Calb biofilm kill; G = sEH inhibitor; H = sEH activator; I = MT1-MMP txn act
SMILES: O=C(O)c1ccccc1S(=O)CCO (stereo unspecified)
  A: 85; B: 13; C: -12; D: -13; E: 0; F: 4; G: -13; H: 12; I: 1.1
SMILES: CCOc1ccc(CCNC(=O)C2CCCN(c3nn4c(=O)cc(C)nc4s3)C2)cc1 (stereo unspecified)
  A: 92; B: -11; C: 6; D: 0; E: 4; F: 8; G: .; H: .; I: 1.1
SMILES: CC(=NCc1ccc2c(c1)OCO2)C1=C(O)c2ccccc2C1=O
  A: 144; B: 7; C: -1; D: -21; E: 4; F: 2; G: 3; H: -2; I: 1.3
SMILES: COc1ccc(S(=O)(=O)n2nc(-c3ccc(Cl)cc3)cc2N)cc1OC
  A: 99; B: -6; C: 3; D: -16; E: -2; F: 4; G: -7; H: 4; I: .
SMILES: Cc1ccc(C)c(-n2c(-c3csc(C)c3)n[nH]c2=S)c1
  A: .; B: .; C: .; D: -7; E: 0; F: .; G: 10; H: -9; I: .
SMILES: CC1(C)CC(=O)C2=C(C1)OC1=C(C(=O)CC(C)(C)C1)C2c1ccccc1
  A: 85; B: -13; C: -6; D: -5; E: -2; F: 6; G: -10; H: 4; I: 1.1
SMILES: Cc1cc2c(c(=O)n1Cc1cccnc1)C(c1ccccc1)C(C#N)=C(N)O2 (stereo unspecified)
  A: 107; B: 2; C: -2; D: 13; E: -6; F: 9; G: .; H: .; I: 1.2
SMILES: Cc1ccccc1NC(=S)NC(=O)c1cc(-c2ccccc2)nc2ccccc12
  A: .; B: .; C: .; D: -7; E: 10; F: .; G: 4; H: -2; I: .
SMILES: COc1ccc(CC(=O)Nc2ccc(-c3csc(C)n3)cc2)cc1
  A: .; B: .; C: .; D: -1; E: 0; F: .; G: 14; H: -12; I: .
SMILES: COc1ccc2cnn(CCOc3ccccc3)c(=O)c2c1OC
  A: 119; B: 0; C: 0; D: 4; E: -2; F: 3; G: -9; H: 10; I: 1
SMILES: Cn1cccc1CNC(=O)Nc1ccc(Cl)c(Cl)c1
  A: 102[fluorescence artefact?]; B: 31[fluorescence artefact?]; C: -4; D: .; E: .; F: 4; G: 59; H: -60; I: 1.7
SMILES: COCCN(CCOC)C(=O)c1sc2nc(-c3ccccc3)cn2c1C
  A: 103; B: 7; C: 1; D: -2; E: 4; F: 4; G: -5; H: 4; I: 0.9
SMILES: CCC(=O)n1nc(-c2ccccc2)nc1N
  A: 98; B: 10; C: -14; D: .; E: .; F: 5; G: 2; H: -1; I: 1.2
SMILES: CCCCNC(=O)C1CCCNC1=O (stereo unspecified)
  A: 117; B: -9; C: 0[fluorescence artefact?]; D: -2; E: -2; F: 1; G: 0; H: -5; I: 1
SMILES: COc1cccc(NC(=O)CSc2nncn2-c2ccccn2)c1
  A: 117; B: -6; C: -6; D: 7; E: 9; F: -3; G: 12; H: -12; I: 1.1
SMILES: O=c1cc2c(nn1Cc1ccc(Cl)cc1Cl)-c1ccccc1CC2
  A: 163; B: -10; C: -4; D: 31; E: -3; F: -3; G: 5; H: -5; I: 1.1
SMILES: COC(=O)Cn1cc(C(=O)C2CC2)c2ccccc21
  A: 105; B: 8; C: -5[fluorescence artefact?]; D: -36; E: 10; F: 6; G: -1; H: -1; I: 1
SMILES: O=C(Nc1ccc2oc(-c3ccc(Cl)c(Cl)c3)nc2c1)c1ncn[nH]1
  A: .; B: .; C: .; D: 0; E: 12; F: .; G: 0; H: -2; I: .
SMILES: COc1cccc(C=Nc2ccccc2C(=O)Nc2nccs2)c1OC
  A: .; B: .; C: .; D: 1; E: -2; F: .; G: -8; H: 9; I: .
SMILES: O=C(Nc1cccc(-c2nc3ccccc3o2)c1)c1ccc(N2C(=O)C3C4C=CC(C4)C3C2=O)cc1 (stereo unspecified)
  A: 110; B: 8; C: 4[fluorescence artefact?]; D: 4; E: 1; F: 2; G: 0; H: 3; I: 1
SMILES: CC1Cc2ccccc2N1S(=O)(=O)c1cnc[nH]1 (stereo unspecified)
  A: 115; B: 6; C: -4[fluorescence artefact?]; D: -7; E: 1; F: 0; G: .; H: .; I: 1
SMILES: CC(C)C1N=C2c3ccccc3N=C(SCC(=O)NCCc3ccc(S(N)(=O)=O)cc3)N2C1=O (stereo unspecified)
  A: 87; B: 12; C: -1; D: .; E: -3; F: 7; G: .; H: .; I: 1.1
SMILES: Cc1nc(SCC(=O)Nc2ccc(C)c(F)c2)c2oc3ccccc3c2n1
  A: 840*[fluorescence artefact?]; B: 17[fluorescence artefact?]; C: -38[fluorescence artefact?]; D: -9; E: 4; F: 7; G: 10; H: -10; I: 1.1
SMILES: C=CCNc1ncnc2c1cnn2-c1cccc(C)c1
  A: 97[fluorescence artefact?]; B: -9; C: 20; D: 4; E: 2; F: 5; G: .; H: .; I: 1.2
SMILES: COc1cccc(OC)c1C(=O)Nc1ccc2c3c(cccc13)CC2
  A: .; B: .; C: .; D: 4; E: 3; F: .; G: 8; H: -4; I: .
SMILES: Cc1nn(-c2nc3ccccc3[nH]2)c(N)c1-c1ccc(Cl)cc1
  A: 96; B: 0; C: -3; D: -28; E: -5; F: 4; G: -5; H: 4; I: 1.5
SMILES: O=C(Cc1ccccc1)Nc1nnc(-c2ccco2)s1
  A: 103[fluorescence artefact?]; B: 2; C: 30; D: -10; E: 1; F: 5; G: -9; H: 11; I: 1.1
SMILES: COc1cc(C(c2sc3nc(C)nn3c2O)N2CC(C)CC(C)C2)cc(OC)c1OC (stereo unspecified)
  A: 101; B: -1; C: -9; D: .; E: .; F: -3; G: 5; H: -6; I: 1
SMILES: CC(NC(=O)Cc1cccs1)c1ccc2c(c1)OCO2 (stereo unspecified)
  A: 65[fluorescence artefact?]; B: 6; C: 40; D: -16; E: -1; F: -8; G: 12; H: -11; I: 1.2
SMILES: CCC(C)Oc1nc2ccccc2nc1NS(=O)(=O)c1ccccc1 (stereo unspecified)
  A: 93; B: 13; C: 0; D: -2; E: -1; F: 3; G: 15; H: -17; I: 1.1
SMILES: CC(=O)N1CN(Cc2ccccn2)Cc2c1sc1c2CCCC1
  A: 109; B: 4; C: -11; D: -1; E: -6; F: 6; G: 2; H: -2; I: 1.1
SMILES: O=C(Cn1cc(C(=O)c2cccs2)c2ccccc21)NCC1CCCO1 (stereo unspecified)
  A: 83; B: 1; C: -10; D: -2; E: 3; F: 5; G: 3; H: -3; I: 1.2
SMILES: CN(C)S(=O)(=O)c1ccc2c(c1)nc1n2CCC1
  A: 119; B: -4; C: 7; D: 6; E: -4; F: 0; G: -16; H: 16; I: 1.2
SMILES: COC(=O)c1ccc(COc2ccc3c(C)c(C)c(=O)oc3c2C)o1
  A: 444*[fluorescence artefact?]; B: -44; C: 13[fluorescence artefact?]; D: 49; E: -4; F: 8; G: -5; H: 4; I: 1.1
SMILES: O=C1CCN2C=Nc3cccc4ccc1c2c34
  A: .; B: .; C: .; D: 12; E: -1; F: .; G: -16; H: 15; I: 1
SMILES: Cc1ccc(OCc2nnc(SCC(=O)N3CCOCC3)n2C)cc1
  A: 114; B: 3; C: 4; D: -4; E: 0; F: 8; G: -23; H: 20; I: 1.1
SMILES: CCn1c(SCC(=O)Nc2oc(-c3ccccc3)c(-c3ccccc3)c2C#N)nnc1-c1ccco1
  A: 69[fluorescence artefact?]; B: -10; C: 8; D: 23; E: 2; F: 5; G: -3; H: 3; I: 1
SMILES: N#C/C(=C(/O)COC(=O)CCC1CCCCC1)c1nc2ccccc2[nH]1
  A: 114; B: 9; C: 3; D: -6; E: 2; F: 4; G: 2; H: -2; I: 1.4
SMILES: COc1ccc(OC)c(S(=O)(=O)N2CCC(C(=O)NCCC3=CCCCC3)CC2)c1
  A: 95; B: 15; C: 3; D: .; E: .; F: 3; G: .; H: .; I: 1.3
SMILES: Cc1cc2n(n1)SC(Nc1ccc(F)c(Cl)c1)N2 (stereo unspecified)
  A: 94; B: 2; C: -4; D: .; E: .; F: 9; G: 5; H: -4; I: 1.6
SMILES: Cc1ccc(NC(=O)c2noc3c2CCCCC3)cc1C
  A: 126; B: 3; C: -5; D: -12; E: -1; F: 4; G: .; H: .; I: 1.8
SMILES: COc1ccccc1/C=C1\S/C(=N/NC(=O)c2cccc(Br)c2)NC1=O
  A: .; B: .; C: .; D: 22; E: -4; F: .; G: 6; H: -2; I: .
SMILES: COc1ccc(C(=O)CN2C(=O)C(C)(C)Oc3ccc(C(=O)N4CCCCCC4)cc32)cc1
  A: 93; B: 12; C: -4; D: -1; E: 2; F: 9; G: .; H: .; I: 1.1
SMILES: O=C(C1=C(O)C(=O)N(Cc2ccco2)C1c1ccccc1)c1cccs1 (stereo unspecified)
  A: 105[fluorescence artefact?]; B: 1; C: 0[fluorescence artefact?]; D: .; E: .; F: 5; G: -6; H: 6; I: 1.1
SMILES: O=C(NCc1ccc2c(c1)OCO2)c1cccc(C(=O)NCc2ccc3c(c2)OCO3)c1
  A: 102; B: -1; C: 3; D: -5; E: 0; F: 5; G: 42; H: -41; I: 1.1
SMILES: COc1ccc(S(=O)(=O)Nc2ccc3c(c2)OCO3)cc1OC
  A: 81[fluorescence artefact?]; B: -3; C: 34[fluorescence artefact?]; D: -4; E: 4; F: 3; G: -6; H: 5; I: 1.1
SMILES: COC1(OC)N=C(N)C2(C#N)C(c3ccccc3)NC(C)=CC12C#N (stereo unspecified)
  A: 104; B: 3; C: 1; D: -12; E: -2; F: 6; G: 0; H: 0; I: 1.2
SMILES: CCn1c(SCC(=O)Nc2nc(C)c(C)s2)nnc1-c1cccnc1
  A: 75; B: 1; C: -12; D: -13; E: -3; F: 4; G: 7; H: -5; I: 1
SMILES: CC(C)OCCCNC(=O)c1ccccc1Oc1ccccc1
  A: 131; B: -5; C: -10; D: -6; E: -1; F: 2; G: -1; H: 0; I: 1.1
SMILES: CCN(CC)c1ccc(NC(=O)Cn2cc3c(n2)CCC(C)C3)c(C)c1 (stereo unspecified)
  A: 118; B: 6; C: 4; D: 13; E: 2; F: 1; G: .; H: .; I: 1.3

Another view of part of the listing above:
O=C(Cc1ccccc1)Nc1nnc(-c2ccco2)s1
  ERa SRC1 pot: 103[fluorescence artefact?]
  Smad3 inh: 2
  ERb SRC1 inh: 30
  Mac1 fbg inh: -10
  CD11b adhes enh: 1
  Calb biofilm kill: 5
  sEH inhibitor: -9
  sEH activator: 11
  MT1-MMP txn act: 1.1
O=C(NCc1ccc2c(c1)OCO2)c1cccc(C(=O)NCc2ccc3c(c2)OCO3)c1
  ERa SRC1 pot: 102
  Smad3 inh: -1
  ERb SRC1 inh: 3
  Mac1 fbg inh: -5
  CD11b adhes enh: 0
  Calb biofilm kill: 5
  sEH inhibitor: 42
  sEH activator: -41
  MT1-MMP txn act: 1.1
Cc1ccc(NC(=O)c2noc3c2CCCCC3)cc1C
  ERa SRC1 pot: 126
  Smad3 inh: 3
  ERb SRC1 inh: -5
  Mac1 fbg inh: -12
  CD11b adhes enh: -1
  Calb biofilm kill: 4
  sEH inhibitor: .
  sEH activator: .
  MT1-MMP txn act: 1.8

Following part
Letter code: A = ERa SRC1 pot; B = Smad3 inh; C = ERb SRC1 inh; D = Mac1 fbg inh; E = CD11b adhes enh; F = Calb biofilm kill; G = sEH inhibitor; H = sEH activator; I = MT1-MMP txn act
SMILES: Cc1ccc(C(=O)COC(=O)C2CC(=O)N(c3nc(-c4ccccc4)cs3)C2)cc1C (stereo unspecified)
  A: .; B: .; C: .; D: -8; E: -2; F: .; G: -3; H: 4; I: .
SMILES: O=C(c1ccc(CNc2c(N3CCCC3)c(=O)c2=O)cc1)N1CCc2ccccc2C1
  A: 100; B: 1; C: -44; D: 3; E: -3; F: -3; G: -6; H: 6; I: 1.1
SMILES: COc1ccccc1CNC(=O)C1CCCN1S(=O)(=O)c1cccc2cccnc12 (stereo unspecified)
  A: 129; B: 5; C: -2; D: -1; E: 4; F: 6; G: 11; H: -12; I: 1.2
SMILES: O=C(O)C1C2C=CC(C2)C1C(=O)NCc1ccccn1 (stereo unspecified)
  A: 106; B: -19; C: 0[fluorescence artefact?]; D: -8; E: -2; F: -1; G: 5; H: -7; I: 1.1

Compound activity from PubChem.
